High-throughput results as filed in PubChem BioAssay.
hcGAS lum: human cGAS inhibition; recombinant h-cGAS, ATP depletion, Kinase-Glo luminescence; 290,000 tested, 0.081% active; inhibition, % at 12.5 µM; Q8N884;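 further: 0% = vehicle reaction and 100% = reaction without DNA for no activity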
Target sequence (Q8N884 whole entry, looked up): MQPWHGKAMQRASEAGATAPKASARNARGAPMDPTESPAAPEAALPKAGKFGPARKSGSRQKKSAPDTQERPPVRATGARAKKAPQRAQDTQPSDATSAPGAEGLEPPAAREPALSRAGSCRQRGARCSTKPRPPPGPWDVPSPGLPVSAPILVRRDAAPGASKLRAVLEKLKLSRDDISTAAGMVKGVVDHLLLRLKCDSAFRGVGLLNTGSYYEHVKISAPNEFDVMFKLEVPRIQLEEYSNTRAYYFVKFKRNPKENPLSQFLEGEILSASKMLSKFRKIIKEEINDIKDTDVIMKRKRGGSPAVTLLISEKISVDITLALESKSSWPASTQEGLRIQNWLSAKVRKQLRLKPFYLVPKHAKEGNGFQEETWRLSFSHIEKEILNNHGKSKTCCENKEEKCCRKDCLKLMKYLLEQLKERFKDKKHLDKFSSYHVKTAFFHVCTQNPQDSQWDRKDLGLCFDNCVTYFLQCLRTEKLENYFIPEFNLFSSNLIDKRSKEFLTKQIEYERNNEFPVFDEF
NPYLR7 agonist: mosquito NPYLR7 agonism | HEK293T NPYLR7/Galpha15, GCaMP6s calcium fluorescence | activation, % at 10 µM | 270,000 tested, 0.15% active | AID 1259423; in the data active means activation above about 40%;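 further: 0% = vehicle and 100% = reference agonist at the receptor; some compounds past the cut are filed as inactive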
mcGAS lum: mouse cGAS inhibition by luminescence; Q8C6L5; recombinant cGAS, Kinase-Glo ATP depletion luminescence; inhibition, % at 12.5 µM; 160,000 tested, 0.15% active;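 further: 0% = negative control wells and 100% = reference inhibitor with no enzyme activity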
The depositor's hits bear a star; · = not tested or not shown; & = joins results of further samples. Unless noted, no stated cut-off is given here; in the data, active means inhibition above about 40%; inactive means the rest. Rows were taken by chance. About 0.29% of those tested had a hit in this group.

SMILES | hcGAS lum | NPYLR7 agonist | mcGAS lum
S=c1[nH]nc(-c2cc(-c3ccccc3)nc3ccccc23)o1 | 1 | 3 | ·
Cc1ccc(S(=O)(=O)NC(C)Cn2cncn2)cc1 (stereo not drawn) | -9 | 0 | -11
CCc1c(C)nc(-n2nc(C)cc2NC(=O)c2cc(OC)cc(OC)c2)[nH]c1=O | -2 | -2 | 1
O=S(=O)(NC1CCCCC1N1CCNCC1)c1ccc(Cl)cc1 (stereo not drawn) | -8 | 4 | -6
O=C1SC(=Cc2cccs2)C(=O)N1CCNC=CC(=O)C(F)(F)F | -15 | 5 | ·
O=S(=O)(c1ccccc1)N1CCN(S(=O)(=O)c2ccccc2)C1 | 0 | -1 | ·
CCc1ccc(-c2ccc(Nc3ccc(C(N)=O)cc3)nn2)cc1S(N)(=O)=O | -2 | -17 | ·
CCOc1ccc(C(=O)Nc2ccc(NC(=O)c3cccc(C)c3)cc2)cc1[N+](=O)[O-] | 0 | 0 | -4
CC[C@H](C)C(=O)O[C@H]1C[C@H](O)C=C2C=C[C@H](C)[C@H](CC[C@@H](O)C[C@@H](O)CC(=O)O)[C@H]21 | -3&3&-6 | -10&-8&9 | -8
Cc1nc(C(=O)N(Cc2cncs2)C2CC2)cs1 | -5 | 7 | -8
COc1cc(C=NNc2ccc(C(F)(F)F)cn2)cc(OC)c1 | -3 | -7 | ·
NCCOc1ccc(C23CC4CC(CC(C4)C2)C3)cc1 | -15 | 1 | -5
Cc1cccc(Cn2nc(-c3ccc(F)cc3)c3sc(C)nc3c2=O)c1 | 0 | -2 | -8
CNC(=O)c1cccc(-n2cnc(-c3ccccc3)c2)c1 | -8 | -5 | -9
CN(Cc1ccc(Br)cc1)C(=O)CN1C(=O)CC2(CCCCC2)C1=O | -4 | 2 | ·
NC(=O)c1cc(Cl)ccc1OCC(=O)c1ccc2ccccc2c1 | -5 | 10 | ·
CCNC(=O)c1ccc(C2CCCN2Cc2cccn2-c2nccs2)s1 (stereo not drawn) | -10 | 19 | ·
O=C1NC2c3ccccc3C(=O)N2c2ccccc21 (stereo not drawn) | 1 | -6 | ·
CCOCC(=O)Nc1cc(C)nn1-c1nc(-c2ccccc2)cs1 | -3 | -7 | -1
CCOc1ccccc1-c1ccc(-n2cnnc2)nc1C | -2 | 5 | -15
CCOC(=O)C(=O)N1CCc2cc(OC)c(OC)cc2C1c1ccccc1Cl (stereo not drawn) | -4 | 10 | -5
O=c1[nH]n(-c2ncnc3sc4c(c23)CCCC4)c(=O)c2ccccc12 | -6 | 0 | ·
Cc1nc(CN2CCN(C(=O)c3cc4c(s3)-c3ccccc3CC4)CC2)cs1 | 2 | -1 | ·
CCOC(=O)C1CCCN(C(=O)C(C)N2CC3=C(C2=O)C(c2ccc(Cl)cc2Cl)NC(=O)N3CC)C1 (stereo not drawn) | -3 | 13 | -3
c1cc(C2CCCC2)nc(N2CCCOC(CN3CCOCC3)C2)n1 (stereo not drawn) | -6 | -4 | ·
C=CCC(=O)N(CCSCC)C1CCCCC1 | -4 | -6 | -13
CC(C)COCC(O)CN(Cc1ccc(F)cc1)Cc1cccs1 (stereo not drawn) | -1 | 26 | -3
COc1ccc2oc(=O)c(C(=O)Nc3ccc(C)cc3Br)cc2c1 | 0 | -3 | 0
CCOc1ccc(N2CC(O)(c3cccs3)[N+]3=C2CCCCC3)cc1 (stereo not drawn) | -8 | -4 | -9
Cc1c(/C=C/C(=O)C(F)(F)F)c2ccccn2c1CCC#N | -10 | 4 | ·
O=C(O)CCN1C(=O)CSC1c1cccc(C(F)(F)F)c1 (stereo not drawn) | 0 | 3 | -3
CCCn1c(N=Cc2c[nH]c3ccccc23)nc2ccccc21 | 3 | -2 | -3
CCCCC(CC)C(=O)Nc1nnc(SC(CC)C(=O)OCC)s1 (stereo not drawn) | -9 | 20 | -7
CC(C)n1ncc2c(C(=O)N(C)Cc3ccccc3)cc(-c3ccccc3)nc21 | -4 | 3 | -6
CCCc1nc(-c2ccc(Br)cc2)no1 | -3 | -5 | -7
CN(C)C1(CNC(=O)Nc2ccc(N3CCSCC3)c(Cl)c2)CCSC1 (stereo not drawn) | -6 | 1 | ·
C=CCN(CC=C)C(=O)c1ccc(-n2nc(C(=O)OCC)cc2-c2ccc(Cl)cc2)cc1 | -5 | -3 | -7
CCC(CC(C)CO)NC(=O)C(C)(C)c1ccc(Br)cc1 (stereo not drawn) | -6 | -1 | ·
Cc1cccc(C(=O)N2C(C(=O)NCc3cccc(C(F)(F)F)c3)COC23CCN(C(=O)c2ccccc2F)CC3)c1 (stereo not drawn) | -2 | -2 | -5
COc1cc(OC)cc(C(=O)Nc2ccc(Nc3ccc(-n4cccn4)nn3)cc2)c1 | -4 | -5 | -9

Part of the list above in order of formula weight, smallest number first.
SMILES | hcGAS lum | NPYLR7 agonist | mcGAS lum
O=C1NC2c3ccccc3C(=O)N2c2ccccc21 (stereo not drawn) | 1 | -6 | ·
NCCOc1ccc(C23CC4CC(CC(C4)C2)C3)cc1 | -15 | 1 | -5
CNC(=O)c1cccc(-n2cnc(-c3ccccc3)c2)c1 | -8 | -5 | -9
CCOc1ccccc1-c1ccc(-n2cnnc2)nc1C | -2 | 5 | -15
NC(=O)c1cc(Cl)ccc1OCC(=O)c1ccc2ccccc2c1 | -5 | 10 | ·
c1cc(C2CCCC2)nc(N2CCCOC(CN3CCOCC3)C2)n1 (stereo not drawn) | -6 | -4 | ·
O=c1[nH]n(-c2ncnc3sc4c(c23)CCCC4)c(=O)c2ccccc12 | -6 | 0 | ·
CC(C)COCC(O)CN(Cc1ccc(F)cc1)Cc1cccs1 (stereo not drawn) | -1 | 26 | -3
O=S(=O)(c1ccccc1)N1CCN(S(=O)(=O)c2ccccc2)C1 | 0 | -1 | ·
CCC(CC(C)CO)NC(=O)C(C)(C)c1ccc(Br)cc1 (stereo not drawn) | -6 | -1 | ·
CCOc1ccc(N2CC(O)(c3cccs3)[N+]3=C2CCCCC3)cc1 (stereo not drawn) | -8 | -4 | -9
O=S(=O)(NC1CCCCC1N1CCNCC1)c1ccc(Cl)cc1 (stereo not drawn) | -8 | 4 | -6
Cc1cccc(Cn2nc(-c3ccc(F)cc3)c3sc(C)nc3c2=O)c1 | 0 | -2 | -8
CCCCC(CC)C(=O)Nc1nnc(SC(CC)C(=O)OCC)s1 (stereo not drawn) | -9 | 20 | -7
O=C1SC(=Cc2cccs2)C(=O)N1CCNC=CC(=O)C(F)(F)F | -15 | 5 | ·
CCNC(=O)c1ccc(C2CCCN2Cc2cccn2-c2nccs2)s1 (stereo not drawn) | -10 | 19 | ·
CCc1c(C)nc(-n2nc(C)cc2NC(=O)c2cc(OC)cc(OC)c2)[nH]c1=O | -2 | -2 | 1
Cc1nc(CN2CCN(C(=O)c3cc4c(s3)-c3ccccc3CC4)CC2)cs1 | 2 | -1 | ·
COc1cc(OC)cc(C(=O)Nc2ccc(Nc3ccc(-n4cccn4)nn3)cc2)c1 | -4 | -5 | -9
CCOc1ccc(C(=O)Nc2ccc(NC(=O)c3cccc(C)c3)cc2)cc1[N+](=O)[O-] | 0 | 0 | -4
C=CCN(CC=C)C(=O)c1ccc(-n2nc(C(=O)OCC)cc2-c2ccc(Cl)cc2)cc1 | -5 | -3 | -7
CCOC(=O)C1CCCN(C(=O)C(C)N2CC3=C(C2=O)C(c2ccc(Cl)cc2Cl)NC(=O)N3CC)C1 (stereo not drawn) | -3 | 13 | -3
Cc1cccc(C(=O)N2C(C(=O)NCc3cccc(C(F)(F)F)c3)COC23CCN(C(=O)c2ccccc2F)CC3)c1 (stereo not drawn) | -2 | -2 | -5

New compounds follow
SMILES | hcGAS lum | NPYLR7 agonist | mcGAS lum
CCC1(O)CCOC2(CCN(Cc3ccc(C)cn3)CC2)C1 (stereo not drawn) | -13 | · | -5
Cc1cc(NC(=O)C2C3CC4OC(=O)C2C4C3)cc(C)c1Br (stereo not drawn) | -3 | 3 | -6
O=C(Nc1c(C(=O)N2CCOCC2)oc2ccccc12)c1cccs1 | 0 | -16 | 2
CCc1ccc(S(=O)(=O)N2CCN(CC(=O)Nc3cc(C)on3)CC2)cc1 | -2 | -1 | -2
CCOC(CNc1ncnc2c1nnn2C)OCC | -7 | 10 | ·
Cc1cccc(C2CC(=O)c3cn4ncnc4nc3C2)c1 (stereo not drawn) | -9 | 8 | ·
CC(C)(C)c1ccc(C2SCCN2C(=O)Nc2ccccc2Br)cc1 (stereo not drawn) | -9 | 7 | -5
CN(C)CCCN1C(=O)C(=O)C(=C(O)c2ccc(F)cc2)C1c1ccc(F)cc1 (stereo not drawn) | -7 | 13 | -8
CCNC(=O)O[C@H]1C(=O)N(C)C2(CCN(C(=O)Cc3ccc(OC)cc3)CC2)[C@@H]1C(=O)NC | 8 | 10 | 0
O=C(Nc1ccc(Cl)c(-c2nc3cc(Cl)ccc3o2)c1)c1ccccc1[N+](=O)[O-] | -4 | 17 | -5
N#Cc1cc(NCC(O)COCC2CC2)nc2ccccc12 (stereo not drawn) | -9 | 0 | ·
CONC(=O)NCCC1CCCC(C)C1 (stereo not drawn) | -8 | 2 | ·
CCCN(CC(=O)N(Cc1ccc(F)cc1)Cc1ccc(C)o1)C(=O)c1ccc(C(F)(F)F)cc1 | -1 | 2 | 2
O=C(CNc1ccc2c(c1)OCCO2)N1CCCC1c1cccs1 (stereo not drawn) | -8 | -1 | ·
COc1ccccc1CN1CC(O)CN(C(=O)c2cccs2)CC1=O (stereo not drawn) | 0 | 27 | -4
O=C(CC1CCCO1)NCc1cccc(OCc2ccccc2)c1 (stereo not drawn) | -9 | 3 | ·
Cc1ncc(-c2c(-c3ccccc3)ncn2CCN(C)S(C)(=O)=O)[nH]1 | -5 | 5 | -15
COC(=O)c1c(-c2cc(OC)c(OC)c(OC)c2)c2ccnc(OCc3ncccn3)c2c(=O)n1Cc1ccnc(C)c1 | 7 | 1 | -6
CCCc1cncnc1N1CCC(C2CCN(c3ncccn3)CC2)C1 (stereo not drawn) | -1 | -3 | ·
O=S(=O)(c1c(F)c(F)c(F)c(F)c1F)N1CCN(c2nc3ccccc3nc2-c2ccccc2)CC1 | -4 | 5 | -7
CCc1[nH]n(-c2ccccc2)c(=O)c1C1=C(N2CCN(CC)CC2)C(=O)N(CCOC)C1=O | -7 | 28 | -10
Cn1c(CCC(=O)N2CCNCC2C(=O)NC2CC2)nc2cccnc21 (stereo not drawn) | -2 | 9 | -12
COc1cccc(CSc2nnc(CNC(=O)c3cccc([N+](=O)[O-])c3)n2-c2ccc(C)cc2)c1 | -4 | 14 | -3
CCOC(=O)c1nn(-c2ccc(C(F)(F)F)cc2)c(=O)c2c(NC(=O)C3CCCCC3)scc12 | 5 | 1 | -1
Cn1cc(C(CC(=O)NC2CC2)c2cccc(C(F)(F)F)c2)c2ccccc21 (stereo not drawn) | -2 | 25 | -3
Cn1c(O)c(N=NC(=O)c2ccncc2)c2ccccc21 | -2 | -3 | ·
O=C1NCC2(CCCN(C(=O)CCn3cnc4ccccc4c3=O)C2)O1 (stereo not drawn) | -5 | 9 | ·
CCOCC(=O)NCCn1ncc2c(N3CCCC3)nc(SC)nc21 | -3 | · | -7
COc1cccc(NC(=O)CCC2CCN(C(=O)CC3=CCCCC3)CC2)c1 | -2 | 6 | ·
Cc1ccc(C(=O)NCCc2nnc3ccc(SCC(=O)N4CCCC4)nn23)cc1 | -3 | -29 | -3
O=C(CSCc1ccccc1Cl)NCc1n[nH]c2c1CCC2 | -1 | 0 | -12
COCCCn1c(C(=O)Nc2ccc(C)c(F)c2)cc2c(=O)n(C)c(=O)n(C)c21 | -7 | 0 | -7
CC(C)(Oc1ccc(Cl)cc1)C(=O)N1CCC(=O)Nc2cc(F)ccc21 | -7 | 1 | ·
COCc1ncc(CN2CCCC(Cc3ccc(C(=O)O)cc3)C2)cn1 (stereo not drawn) | -6 | · | -14
Clc1ccc(-c2nc(CSc3ccccc3)cs2)cc1 | -2 | -2 | -4
CC1CCN(S(=O)(=O)c2cccc3c2C(=O)c2ccccc2C3=O)CC1 | -8 | -4 | ·
O=C(CCCl)Nn1cnc2c(cnn2-c2cccc(Cl)c2)c1=O | -11 | 6 | ·
Cc1cc(C)c2c(N)c(C(=O)NCC3CCCCC3)sc2n1 | 1 | -3 | 8
Cc1cc2c(c(=O)o1)C(c1ccc(Cl)c([N+](=O)[O-])c1)C(C#N)C(=N)O2 (stereo not drawn) | -5 | -3 | 1
CCCCc1ccc(C(=O)N2CCc3nc(-c4ccccc4)nc(N4CCCC4)c3C2)cc1 | 1 | -8 | 0
CC1=CC(=NN=C(N)N)CC1 | -7 | 0 | ·
COCCCN(CC(=O)N1CCc2sccc2C1c1ccc(F)cc1)C(=O)C(c1ccccc1)c1ccccc1 (stereo not drawn) | 0 | -4 | 1
Cc1ccc(NC(=O)N2CCN(C(=O)CCN3CCc4sccc4C3c3cccc(F)c3)CC2)cc1 (stereo not drawn) | 1 | -15 | 3
